# Screens: PubChem, Broad Institute
# miR122 inh: blocks miR-122 activity in Huh7 sensor cells. actives 0.3% (n = 340,000). Huh7 miR-122 Renilla luciferase sensor, 48 h; neutral wells = 0, positive control = 100. activation (reporter increase), % at 12.5 µM;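 active = mean replicate activation score at least 90 and every replicate individually at or above 90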;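 also: higher luciferase means less miR-122 activity so hits act as miR-122 inhibitors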
# ERp5 inh: blocks human ERp5 reductase activity on insulin | AID 651711 | Q15084 | ERp5 insulin aggregation, absorbance 650 nm, 90 min | inhibition, % at 9.99 µM | actives 0.05% (n = 350,000);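 active = mean replicate inhibition above about 25%, with every replicate also reaching it, limit read from the data, passing the limit was not always enough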
# Target sequence (Q15084 whole entry, looked up): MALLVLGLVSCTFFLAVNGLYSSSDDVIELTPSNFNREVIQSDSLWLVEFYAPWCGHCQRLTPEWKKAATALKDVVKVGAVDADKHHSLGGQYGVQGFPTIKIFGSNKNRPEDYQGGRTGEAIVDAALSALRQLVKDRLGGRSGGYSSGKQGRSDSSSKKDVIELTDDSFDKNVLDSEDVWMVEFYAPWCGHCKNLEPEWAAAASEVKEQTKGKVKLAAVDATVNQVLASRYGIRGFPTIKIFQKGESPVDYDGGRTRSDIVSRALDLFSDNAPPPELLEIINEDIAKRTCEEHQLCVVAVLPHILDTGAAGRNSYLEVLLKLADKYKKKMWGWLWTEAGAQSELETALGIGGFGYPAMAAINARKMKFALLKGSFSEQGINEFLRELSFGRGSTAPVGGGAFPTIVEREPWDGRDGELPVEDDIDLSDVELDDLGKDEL
# Cneo AK release: causes C. neoformans cell lysis; adenylate kinase release luminescence, 4 h; normalised: neutral wells 0, clomiphene wells 100; lysis activity, % at 15 µM; actives 0.2% (n = 360,000); AID 651654;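 active = mean lysis activity across replicates of at least 80%, whatever share of replicates individually reach that level; inactive = mean lysis activity below 80%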
#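 Assay system: log-phase C. neoformans yeast / Quantity: yeast cell density of 5 × 10^6 cells/mL / Medium: fresh YPD growth medium / Compound: single dose / Timing: static 4 h at 37 °C with compound, 1 h detection / Measured by: adenylate kinase release luminescence / Read-out: lysis from increased AK signal / Benchmarks: Clomiphene as positive lysis control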
# C2C12 statin: suppression of simvastatin myotoxicity; C2C12 myotubes + simvastatin, ATP luminescence, 48 h; scaled: DMSO 0, geranylgeraniol control 100; rescue of ATP level, % at 7.49 µM; actives 0.78% (n = 330,000);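 active = mean ATP rescue above about 67%, or every replicate alone reaching that limit, limit read from the data, passing the limit was not always enough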;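 also: myotubes were challenged with 10 µM simvastatin during compound exposure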
# ARNT TACC3 PPI: disrupts binding between human ARNT and TACC3. actives 0.66% (n = 390,000). Q9Y6A5. inhibition, % at 9.99 µM. AlphaScreen His-ARNT PAS-B/GST-TACC3 binding, luminescence; TACC3 fragment carries E629A point mutation;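 active = mean inhibition of replicates at least 50% and at least half of replicates each reaching 50%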;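 also: 0% = complete ARNT plus TACC3 wells and 100% = ARNT alone without TACC3; many hits fall short of the cut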
# esBAF inh: SWI/SNF esBAF complex inhibition; mouse ES cells, Bmi1-luciferase knock-in reporter, 24 h; 100% = twice the neutral-well signal; reporter increase, % at 12.5 µM; actives 2% (n = 350,000); in the data active = activation above about 40%;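 also: 0% = median of the plate's neutral control wells and 100% = double that signal; a rise in the Bmi1 reporter signal indicates esBAF inhibition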
# SIRT5 inh: blocks human SIRT5 desuccinylation of peptide | Q9NXA8 | Purified SirT5, succinyl-peptide AMC, trypsin-coupled fluorescence | inhibition, % at 15 µM | actives 1.1% (n = 330,000); in the data active = inhibition above about 15%
# Target sequence (Q9NXA8 whole entry, looked up): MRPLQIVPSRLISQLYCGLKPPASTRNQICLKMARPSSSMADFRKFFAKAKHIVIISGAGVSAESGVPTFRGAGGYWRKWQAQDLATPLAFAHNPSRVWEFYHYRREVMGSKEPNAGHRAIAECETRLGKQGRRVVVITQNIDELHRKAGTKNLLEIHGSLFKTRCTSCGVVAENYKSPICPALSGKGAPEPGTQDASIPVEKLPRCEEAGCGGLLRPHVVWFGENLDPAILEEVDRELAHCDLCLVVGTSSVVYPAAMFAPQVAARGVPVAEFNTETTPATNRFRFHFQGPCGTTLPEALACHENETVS
# * = called active by the depositor; . = no result given; [ ] = remark or other dose.
SMILES,miR122 inh,ERp5 inh,Cneo AK release,C2C12 statin,ARNT TACC3 PPI,esBAF inh,SIRT5 inh
COC(=O)CCC(=O)OC1(C)C(=O)C2=CN(Cc3ccc(OC)cc3)C(c3ccc(OC)cc3)=CC2=C(Br)C1=O (configuration not stated),2,-3,1,-3,-6,8,.
Cc1noc(C)c1S(=O)(=O)Nc1ccc2c(c1)CC(=O)N([C@@H](C)CO)C[C@H](C)[C@@H](CN(C)Cc1ccc(Cl)c(Cl)c1)O2,-1[16.7 µM],-1,3,79*,30,5,3
Cc1cc(-c2ccc(/C=N/n3cnnc3)o2)c(C)c([N+](=O)[O-])c1,2,2,-1,1,-4,23,-1
COCC(=O)NC1CCN(C(=O)NCc2ccccc2)CC1,-12,.,0,-4,-2,4,.
COc1ccccc1NC(=O)N(CCN(C)C)Cc1cc2cc(C)ccc2[nH]c1=O,-4,.,1,-5,-3,6,.
O=C(COC(=O)/C=C/c1cc(Br)ccc1F)Nc1ccc2[nH]c(=O)[nH]c2c1,-1,-2,0,-7,-1,-6,0
CCCN(C)C[C@@H]1Oc2cc(C#Cc3ccccc3)ccc2S(=O)(=O)N([C@@H](C)CO)C[C@H]1C,-7[16.7 µM],14,-4,-9,-5,-2,1
CCOC(=O)c1c(NC(=S)Nc2ccc(OCC)cc2)sc2c1CCN(C)C2,-5,3,8,.,6,.,1
CCOc1[nH]n(-c2ccccc2)c(=O)c1C=Nc1ccc(F)cc1F,1,5,-1,6,-4,2,-1
Cc1cc(C(=O)Nc2cccc3c2O[C@@H](CN(C)S(=O)(=O)c2ccc(F)cc2)[C@@H](C)CN([C@H](C)CO)C3=O)n(C)n1,0[16.7 µM],2,-1,.,-3,6,2
COc1ccccc1S(=O)(=O)N(C)C[C@H]1Oc2ncc(-c3ccc(C)cc3)cc2C(=O)N([C@H](C)CO)C[C@@H]1C,-4[16.7 µM],4,-6,-19,-4,12,6
CC(C)(C)NC(=O)C1(C)CCC(=O)N1CCCn1ccnc1 (configuration not stated),1,-6,5,-2,.,-9,-2
COc1ccc(S(=O)(=O)c2ccc(OC)cc2)cc1,13,.,0,.,2,-2,.
COc1ccc(N2C(=O)C(Cl)=C(Nc3c(C)n(C)n(-c4ccccc4)c3=O)C2=O)cc1,2,7,2,2,20,3,-8
CN(C(=O)c1cccnc1)c1nnc(-c2cnccn2)s1,-4,.,-2,5,3,25,.
O=C1N/C(=N/S(=O)(=O)c2ccccc2)S/C1=C/c1cccnc1,-11,-3,1,24,0,-8,0
CC1=C2C(=O)OC(c3ccoc3)C2(C)CCC1 (configuration not stated),0,.,1,4,-10,-10,.
COc1ccc(S(=O)(=O)N(C)C[C@H]2Oc3ccc(NC(=O)C4CC4)cc3C(=O)N([C@@H](C)CO)C[C@@H]2C)cc1,57[16.7 µM],0,47,-13,-1,-21,-1
COc1ncnc2c1ncn2CCCNCC(c1ccccc1)c1ccccc1,-5,-15,0,-5,.,-2,-8
CCc1nn(CCCC(=O)NCc2cc(Br)ccc2OC)c(=O)c2cc3occc3n12,4,-1,-1,8,-2,0,-3
CC(=O)Nc1ccc(S(=O)(=O)NCCC(=O)Nc2ccc(C)c(Cl)c2)cc1,9,-3,-3,.,1,.,2
Cn1c(=O)c2cc(S(=O)(=O)NC(C(=O)Nc3cccc(F)c3)c3ccccc3)ccc2n(C)c1=O (configuration not stated),-3,-7,0,.,-1,9,.
Nn1c(Cc2ccccc2)nc2cc(Cl)ccc2c1=O,-3,4,-6,5,0,-3,-4
COc1ccc(S(=O)(=O)NCC(=O)N(CC(=O)NCC2CCCO2)c2ccccc2C)cc1 (configuration not stated),-13,.,0,3,22,-10,.
C[C@@H]1CCCCO[C@H](CN(C)S(=O)(=O)c2cccs2)[C@@H](C)CN([C@H](C)CO)C(=O)c2cc(NS(=O)(=O)c3ccc(F)cc3)ccc2O1,3[16.7 µM],2,-2,.,-2,-3,1
CC(C)CCNC(=S)Nc1ccc2nc3n(c(=O)c2c1)CCCCC3,.,0,.,.,-5,.,1
COc1ccc(CCN(Cc2cc3cc(C)cc(C)c3nc2Cl)C(=O)C2CC2)cc1,.,.,-4,8,-12,-5,.
CCN(C(=O)COC(=O)COc1ccc(Cl)c(C)c1)C1CCS(=O)(=O)C1 (configuration not stated),-1,-7,0,-8,0,-3,-4
CCOC(=O)N1CCN(c2nnc(-c3ccccc3)c3ccccc23)CC1,-8,-2,-3,5,9,-4,8
Clc1ccccc1NN(Cc1ccncc1)c1ccccc1Cl,2,2,0,22,.,-6,-2

# Three successive records from above:
SMILES,miR122 inh,ERp5 inh,Cneo AK release,C2C12 statin,ARNT TACC3 PPI,esBAF inh,SIRT5 inh
CCN(C(=O)COC(=O)COc1ccc(Cl)c(C)c1)C1CCS(=O)(=O)C1 (configuration not stated),-1,-7,0,-8,0,-3,-4
CCOC(=O)N1CCN(c2nnc(-c3ccccc3)c3ccccc23)CC1,-8,-2,-3,5,9,-4,8
Clc1ccccc1NN(Cc1ccncc1)c1ccccc1Cl,2,2,0,22,.,-6,-2

# Following part
SMILES,miR122 inh,ERp5 inh,Cneo AK release,C2C12 statin,ARNT TACC3 PPI,esBAF inh,SIRT5 inh
CCCNC(=O)N[C@@H]1CC[C@H](CCn2cc(C3CCCCC3)nn2)O[C@@H]1CO,-2[16.7 µM],-8,-1,-2,-11,-2,17*
Cc1ccc(OCC(=O)NCC(=O)Nc2ccc(F)c(F)c2F)c([N+](=O)[O-])n1,.,-12,.,.,-19,.,-6
COc1ccc(S(=O)(=O)N(C)C[C@@H]2Oc3ccc(NS(C)(=O)=O)cc3CC(=O)N([C@H](C)CO)C[C@H]2C)cc1,18[16.7 µM],1,3,-12,-6,-2,4
COc1ccc(-n2nc(C(=O)NCC(=O)NCCCN3CCOCC3)c3ccccc3c2=O)cc1,-6,4,3,33,.,2,0
O=C1NCCCC1C(=O)Nc1ccccc1C(F)(F)F (configuration not stated),-3,.,0,5,-6,1,.
CC(C)NC(=O)N[C@H]1CC[C@@H](CCn2cc(-c3ccc(F)cc3)nn2)O[C@@H]1CO,.,-4,4,7,11,-3,0
COc1cc(OC)cc(C(=O)Nc2ccccc2C(=O)N2CCCC2)c1,4,.,0,115*,-1,2,.
COc1cc(C(=S)N2CCOCC2)ccc1OC(=O)c1cc([N+](=O)[O-])cc([N+](=O)[O-])c1,-3,.,-3,.,0,.,.
CSc1ncccc1C(=O)OCc1cccc([N+](=O)[O-])c1,-3,-1,3,-3,-13,-7,3
CC1Oc2ccccc2C=C1C1/C(=C(/O)c2ccccc2)C(=O)C(=O)N1CCCN(C)C (configuration not stated),0,.,.,9,9,-7,.

# Ordered by count of non-hydrogen atoms (largest number first): some entries from above.
SMILES,miR122 inh,ERp5 inh,Cneo AK release,C2C12 statin,ARNT TACC3 PPI,esBAF inh,SIRT5 inh
COc1ccc(S(=O)(=O)N(C)C[C@@H]2Oc3ccc(NS(C)(=O)=O)cc3CC(=O)N([C@H](C)CO)C[C@H]2C)cc1,18[16.7 µM],1,3,-12,-6,-2,4
CC1Oc2ccccc2C=C1C1/C(=C(/O)c2ccccc2)C(=O)C(=O)N1CCCN(C)C (configuration not stated),0,.,.,9,9,-7,.
COc1cc(C(=S)N2CCOCC2)ccc1OC(=O)c1cc([N+](=O)[O-])cc([N+](=O)[O-])c1,-3,.,-3,.,0,.,.
CC(C)NC(=O)N[C@H]1CC[C@@H](CCn2cc(-c3ccc(F)cc3)nn2)O[C@@H]1CO,.,-4,4,7,11,-3,0
CCCNC(=O)N[C@@H]1CC[C@H](CCn2cc(C3CCCCC3)nn2)O[C@@H]1CO,-2[16.7 µM],-8,-1,-2,-11,-2,17*
COc1cc(OC)cc(C(=O)Nc2ccccc2C(=O)N2CCCC2)c1,4,.,0,115*,-1,2,.
CSc1ncccc1C(=O)OCc1cccc([N+](=O)[O-])c1,-3,-1,3,-3,-13,-7,3

# Later entries
SMILES,miR122 inh,ERp5 inh,Cneo AK release,C2C12 statin,ARNT TACC3 PPI,esBAF inh,SIRT5 inh
O=C(C1CCCN(S(=O)(=O)c2ccc(Br)cc2)C1)N1CCN(Cc2ccccc2)CC1 (configuration not stated),-13,1,1,0,6,3,0
O=[N+]([O-])c1ccc(NC(=S)NCC(c2cccnc2)N2CCOCC2)cc1 (configuration not stated),61,5,.,-2,1,-7,-1
O=C(NC1(C(F)(F)F)C(=O)Nc2c1c(=O)[nH]c(=O)n2Cc1ccccc1)c1ccc(Cl)cc1Cl (configuration not stated),-18,1,0,23,2,-9,-2
CCOc1ccc(CNc2nc3ccccc3n2CCN2CCOCC2)cc1,2,.,4,-19,.,3,.
CCN(CC(=O)Nc1c(F)cccc1F)C(=O)c1ccc(COc2ccccc2)o1,.,6,-2,2,-3,-7,-1
COc1ccc(S(=O)(=O)N(C)C[C@H]2Oc3ccc(NC(=O)Cc4cn(C)c5ccccc45)cc3C(=O)N([C@@H](C)CO)C[C@H]2C)cc1,31[16.7 µM],-2,-18,41,2,1,4
O=c1[nH][nH]c(-c2ccccc2)c1C=Nc1ccc(Cl)cc1,-10,.,-1,5,-9,5,.
Cc1cccc(N2CCN(C(=O)c3cccs3)CC2)c1C,0,3,8,-4,-2,14,2
CC1(c2ccccc2)NC(=S)N2C1NC(=S)N2c1ccccc1 (configuration not stated),53,.,2,.,10,.,.
CCOC(=O)N1CCN(Cc2nc3cc(NC(=O)c4ccco4)ccc3n2CC)CC1,-1,12,0,-1,1,10,3
O=C1NC[C@H](Cc2ccccc2)N(CC2CCN(CCC34CC5CC(CC(C5)C3)C4)CC2)C1=O,-2,3,-1,7,10,-7,-4
Nn1c(SCC(=O)Nc2ccc(OC(F)F)cc2)nnc(Cc2ccccc2)c1=O,-7,-1,1,4,-5,.,-2
CCCNC(=O)C[C@@H]1C[C@H]2c3cc(NC(=O)Nc4ccccc4)ccc3O[C@H]2[C@@H](CO)O1,-2[16.7 µM],.,4,4,-10,-3,.
Cc1noc(C)c1NC(=O)Nc1ccc2c(c1)CC(=O)N([C@@H](C)CO)C[C@@H](C)[C@H](CN(C)S(=O)(=O)c1ccc(F)cc1)O2,0[16.7 µM],3,-2,0,-11,-2,-4
C[C@@H]1CN([C@H](C)CO)C(=O)Cc2cc(NC(=O)C3CCCCC3)ccc2O[C@@H]1CN(C)Cc1ccc(C(F)(F)F)cc1,-10[16.7 µM],-8,2,4,12,1,7
COCCN(C(=O)C1CC1)c1nnc(-c2ccc(C)cc2)s1,-6,.,3,-13,-1,17,.
CCn1c(C)nc2cc(C(=O)N/N=C/c3cccc(OC)c3O)ccc21,-10,3,.,5,40*,-35,-1
CCOc1ccc(CCNC(=O)COC(=O)c2ccc[nH]c2=O)cc1OCC,3,3,-1,11,3,-2,-9

# In the list so far, 2 contain an aryl thioether with sulfur outside any ring.
SMILES,miR122 inh,ERp5 inh,Cneo AK release,C2C12 statin,ARNT TACC3 PPI,esBAF inh,SIRT5 inh
CSc1ncccc1C(=O)OCc1cccc([N+](=O)[O-])c1,-3,-1,3,-3,-13,-7,3
Nn1c(SCC(=O)Nc2ccc(OC(F)F)cc2)nnc(Cc2ccccc2)c1=O,-7,-1,1,4,-5,.,-2
